KCNK3 block: human KCNK3 channel inhibition, primary screen. B-score at 10 µM. 0.84% of 340,000 active. O14649. CHO-KCNK3 thallium flux, FluxOR fluorescence; hits give low values;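 active = B-score under library mean minus 4 SD, starting fluorescence ratio at most library mean plus 5 SD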;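 also: more negative B-score means stronger inhibition of thallium flux through KCNK3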
KCNK9 block: blocks the human KCNK9 two-pore domain potassium channel; 1.2% of 310,000 active; HEK293 KCNK9, FluxOR thallium flux fluorescence; hits give low values; AID 488922; B-score at 10 µM;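 active = ratio B-score over 3 SD below the library mean, with starting fluorescence within 5 SD of its mean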;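 also: negative B-score means less thallium flux so channel inhibition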
TMEM16A act: mouse TMEM16A channel activation, primary screen; Q8BHY3; HEK293 TMEM16A/YFP-H148Q/I152L, iodide quench fluorescence; hits give low values; B-score at 10 µM; 0.3% of 340,000 active;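 active = fluorescence-ratio B-score plate-corrected deviation score at least 3 library SD below zero, with starting fluorescence score within 5 deviations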;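 also: channel opened by trigger with iodide after compound preincubation; score built on the fluorescence ratio of max minus min over baseline; more negative score means more quench and so TMEM16A activation or potentiation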
hERG protect: compounds protecting human hERG from proarrhythmic drug block. activation (rescue from dofetilide block), less the hit threshold, % at 10 µM. AID 1511. 0.51% of 310,000 active. Q12809. CHO-hERG, FluxOR thallium flux, dofetilide IC70 present;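 active = activation above the mean of controls blocked by dofetilide plus 5 SD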;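 also: thallium influx through hERG after potassium depolarization seen as dye fluorescence rise; in these data hits start at about 4.7%; inactives centre near -7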
KCNQ1 inh: blocks the human KCNQ1 potassium channel; 1.3% of 310,000 active; CHO-K1 KCNQ1, FluxOR thallium flux fluorescence; hits give high values; B-score at 10 µM;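 active = compounds whose thallium flux B-score, printed positive for inhibition, exceeds three library SD while starting fluorescence stays within three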;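 also: channel opened by potassium depolarization with thallium stimulus after 20 min compound exposure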
Target sequence (P51787 whole entry, looked up): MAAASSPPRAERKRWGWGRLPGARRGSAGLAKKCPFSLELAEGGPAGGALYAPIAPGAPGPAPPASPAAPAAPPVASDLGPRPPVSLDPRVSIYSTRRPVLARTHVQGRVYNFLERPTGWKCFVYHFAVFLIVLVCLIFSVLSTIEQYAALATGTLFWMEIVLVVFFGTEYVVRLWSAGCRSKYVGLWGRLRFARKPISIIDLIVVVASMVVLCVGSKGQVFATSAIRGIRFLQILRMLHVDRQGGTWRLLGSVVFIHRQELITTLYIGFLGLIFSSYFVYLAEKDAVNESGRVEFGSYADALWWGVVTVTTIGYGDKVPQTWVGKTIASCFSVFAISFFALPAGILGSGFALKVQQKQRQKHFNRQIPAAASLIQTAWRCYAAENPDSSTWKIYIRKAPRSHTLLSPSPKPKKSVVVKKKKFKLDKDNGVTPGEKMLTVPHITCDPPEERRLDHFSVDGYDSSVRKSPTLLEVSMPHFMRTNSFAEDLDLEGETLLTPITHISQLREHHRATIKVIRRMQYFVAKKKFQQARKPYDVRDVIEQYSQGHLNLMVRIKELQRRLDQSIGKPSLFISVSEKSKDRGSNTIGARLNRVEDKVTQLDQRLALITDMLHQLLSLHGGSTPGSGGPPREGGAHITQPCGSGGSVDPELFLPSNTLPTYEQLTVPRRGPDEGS
SKKanGAS inh: SKKanGAS growth inhibition. AID 1662. 1.3% of 300,000 active. S. pyogenes SKKanGAS, kanamycin growth, BacTiter-Glo, 6 h. inhibition, % at 7.5 µM;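 active = mean replicate score, as percent of positive control median, at least 50; inconclusive = mean below 50 but one replicate at or above 50; inactive = mean and every replicate below 50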;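 also: strain carries kanamycin resistance gene driven by streptokinase promoter and grows in 40 µg/ml kanamycin; loss of luminescence reflects streptokinase promoter inhibition or plain growth inhibition; 0% = median of DMSO wells and 100% = positive control at its reference dose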
TMEM16A inh: inhibitors of mouse TMEM16A calcium-activated chloride channel. HEK293 TMEM16A/YFP iodide influx fluorescence, ionomycin. Q8BHY3. normalized B-score (activity score, 25-100; higher = stronger inhibition) at 10 µM. 1.2% of 310,000 active. AID 588511;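 active = ratio plate-corrected score three or more library SD toward inhibition, starting fluorescence score within five deviations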;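 also: score derived from kinetic fluorescence span divided by baseline fluorescence per well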
RGS4 pot: RGS4 potentiation or activation | AID 463111 | B-score at 10 µM | HEK293 M3R/inducible RGS4, carbachol calcium flux Fluo4; hits give low values | 0.92% of 310,000 active;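 active = B-score of the integrated calcium signal more than 4 SD below the library mean, with starting fluorescence not abnormally high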;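 also: negative B-score means reduced calcium response which marks RGS4 activation or potentiation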
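Test system: HEK293 cells with stable M3R and inducible RGS4; also added: carbachol at ECmax as muscarinic agonist stimulus; schedule: dye loading 30 min 37 °C, buffer rest 30 min RT; technique: kinetic calcium fluorescence imaging with Fluo4-AM dye, 2 µM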
HDAC3 inh: human HDAC3 inhibition; O15379; recombinant HDAC3, fluorogenic peptide/trypsin coupled, fluorescence; inhibition, % at 8.3 µM; 0.15% of 320,000 active; AID 2718; in the data active = inhibition above about 26%, passing the limit was not always enough; inconclusive = no clear call, values can overlap the other calls
Target sequence (O15379 whole entry, looked up): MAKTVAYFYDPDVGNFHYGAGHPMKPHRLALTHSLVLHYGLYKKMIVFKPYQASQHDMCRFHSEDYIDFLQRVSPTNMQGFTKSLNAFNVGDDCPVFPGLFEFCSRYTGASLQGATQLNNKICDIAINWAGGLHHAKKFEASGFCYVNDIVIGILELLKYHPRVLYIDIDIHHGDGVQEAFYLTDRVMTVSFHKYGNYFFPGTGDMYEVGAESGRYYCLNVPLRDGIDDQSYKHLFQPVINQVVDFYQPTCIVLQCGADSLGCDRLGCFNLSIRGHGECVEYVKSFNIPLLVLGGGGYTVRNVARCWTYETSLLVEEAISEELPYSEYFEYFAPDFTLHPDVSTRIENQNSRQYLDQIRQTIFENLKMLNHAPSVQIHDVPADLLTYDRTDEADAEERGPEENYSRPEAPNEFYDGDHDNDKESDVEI
RGS4 block: inhibitors of human RGS4. P49798. HEK293 M3R/RGS4 inducible, Fluo-4 calcium flux; hits give high values; triggered by carbachol at its EC20. B-score at 10 µM. 0.45% of 310,000 active. AID 463165;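 active = B-score, a plate-corrected calcium signal, over three deviations above library mean, with baseline fluorescence within five deviations of library mean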;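 also: RGS4 expression induced by doxycycline in cells with stable M3 receptor; B-score is computed from the integrated fluorescence ratio over baseline after carbachol; higher B-score means a larger calcium signal and so more RGS4 inhibition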
KCNQ1 act: potentiators or activators of human KCNQ1 potassium channel. 0.35% of 310,000 active. B-score at 10 µM. CHO-K1 KCNQ1, thallium flux FluxOR fluorescence; hits give high values. AID 2648;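 active = fluorescence ratio B-score, a plate-corrected score, at least three library SD, with initial intensity B-score within 5 SD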
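System: CHO-K1 cells stably expressing KCNQ1 / Medium: assay buffer for compound exposure, DMSO matched across wells / Reagent: thallium- and potassium-containing depolarizing buffer / Compound: one concentration, matched DMSO / Incubation: 20 min compound pretreatment at room temperature / Measured by: kinetic FluxOR fluorescence, 10 s baseline plus 110 s post-stimulus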
The depositor's hits bear a star; i = inactive; ? = inconclusive; nt = no result given. Compounds were not picked by outcome; overall some 6.3% were active at least once.

SMILES	KCNK3 block	KCNK9 block	TMEM16A act	hERG protect	KCNQ1 inh	SKKanGAS inh	TMEM16A inh	RGS4 pot	HDAC3 inh	RGS4 block	KCNQ1 act
O=C(OCCN1CCCC1)C1(c2ccccc2)CCCC1	i	i	i	-1.2	i	20.9	nt	-9.27*	nt	i	i
c1cnc2nc(-c3ccc4c(c3)OCO4)cn2c1	i	i	i	-9.7	i	4.9	i	i	5.2	i	i
Cc1ccc(CNS(=O)(=O)CCNC(=O)c2ccc3c(c2)OCO3)cc1	i	i	i	-17.3	i	-2.8	i	i	5.9	i	i
Cc1cccc(NC(=O)CCC(=O)OCC(=O)c2ccc(Oc3ccc([N+](=O)[O-])cc3)cc2)c1	i	i	i	-5.6	i	-4.1	i	i	4.7	i	i
COC(=O)c1ccc(Cn2nc(C)c(Cl)c2C)o1	i	i	i	-4.8	i	2.7	i	i	-3.3	i	i
COc1ccc(Cn2c(SCC(=O)NCc3ccco3)nc3ccsc3c2=O)cc1	i	i	i	-3.5	i	0.2	i	i	5.6	i	i
N=C1C(c2nc(-c3ccc(F)cc3)cs2)=C(O)CN1Cc1ccc(Cl)cc1	i	i	i	-10.8	i	8.6	i	i	-0.4	i	i
Cn1ncc(N2CCN(C(=O)c3ccc(Cl)cc3)CC2)c(Cl)c1=O	i	i	i	-8.6	i	5.9	i	i	-5.3	i	i
O=C(Nc1cccc(F)c1)c1ccc(-c2ccccc2Cl)o1	i	i	i	-14.5	8*	9.2	i	i	0.7	i	i
COc1ccc(NC(=O)c2cc3c(=O)n4ccccc4nc3n2C)cc1OC	i	i	i	-8.0	i	6.3	i	i	-7.6	i	i
Cc1cccc(NC(=S)NCc2ccc(F)cc2)c1C	i	i	i	-7.5	i	1.8	i	i	2.5	i	i
Cc1cc(NC(=O)CSc2cn(CC(=O)N(C(C)C)C(C)C)c3ccccc23)no1	i	i	i	-7.9	i	-1.8	i	i	6.7	i	i
C=CCOCC(O)Cn1c(N2CCCC2)nc2c1c(=O)[nH]c(=O)n2C (configuration not stated)	i	i	i	-10.4	i	-3.8	i	i	-2.5	i	i
O=C(Nc1cc(Cl)ccc1Cl)c1cc(-c2ccco2)on1	i	i	i	-5.2	i	-3.8	i	i	-5.0	i	i
O=C(NCC1CCCN1S(=O)(=O)c1cccs1)C(=O)Nc1cccc(F)c1 (configuration not stated)	i	i	i	-15.3	i	-1.6	i	i	-8.8	i	i
O=C(Nc1ccc(Oc2cccc3ccccc23)cc1)c1ccco1	i	-13.6*	i	-12.3	11*	79.3*	i	i	7.1	i	i
Nc1cc(Nc2ccccc2)c2nonc2c1[N+](=O)[O-]	i	i	i	-6.1	i	3.7	i	i	-2.2	i	i
Cc1ccccc1C(=O)N1CCc2cc(-c3csc(NC(=O)CN4CCCC4)n3)ccc21	i	i	i	-18.1	i	8.4	25*	i	7.4	i	i
COc1ccc(Nc2ccc(N3C(=O)CCCC3=O)cc2[N+](=O)[O-])c(OC)c1	i	i	i	-2.4	i	-0.7	i	i	-0.2	i	i
CCc1cc(=O)oc2cc(OCC=C(C)C)ccc12	i	i	i	-11.8	i	5.7	i	i	-4.0	i	i
O=C(O)CC1S/C(=N\N=C2\C(=O)Nc3ccccc32)N(c2ccc(O)cc2)C1=O (configuration not stated)	i	i	i	-7.5	i	-3.5	i	i	16.1	i	i
COC(=O)c1c(N2C(=O)[C@H]3[C@@H](C2=O)[C@]2(C(=O)Nc4c(C)cc(C)cc42)N2CCC[C@@H]32)sc(C)c1C	i	i	i	-1.3	i	11.8	i	i	0.5	i	i
Cc1nn(C)cc1NC(=O)Cn1nc(C(F)(F)F)cc1C1CC1	i	i	i	-10.6	i	-18.0	i	i	-5.7	i	i
O=c1cc(CN2CCN(C/C=C/c3ccccc3)CC2)c2cc(O)ccc2o1	i	i	i	-18.6	i	-14.3	i	i	1.4	i	i
CCOC(=O)CSc1nc2ccccc2c(=O)n1CCCCCC(=O)NCc1ccco1	i	i	i	-11.0	i	4.0	i	i	2.7	i	i
CN1CCN(/N=C/c2cccc(Cl)c2Cl)CC1	i	i	i	-3.5	i	6.2	i	i	3.5	i	i
CCOc1ccc(C(C(=O)NCC2CCCO2)N(CCc2cccc(C)c2)C(=O)c2snc(C(N)=O)c2N)cc1 (configuration not stated)	i	i	i	-15.0	i	12.5	nt	i	nt	i	i
COc1ccc(Nc2cccccc2=O)cc1	i	i	i	-13.7	i	-1.7	i	i	8.4	i	i
CCC/C=N/NC(=O)c1ccccc1O	i	i	i	1.8	i	3.2	i	i	-1.9	i	i
COc1ccc(CCNCC(O)Cn2c3ccccc3c3ccccc32)cc1OC (configuration not stated)	i	i	i	-31.9	i	11.0	i	i	4.6	17.5*	i
Cc1ccc(-c2nc(CS(=O)(=O)CC(=O)NCCCN(Cc3ccccc3)C(C)C)c(C)o2)cc1	i	i	i	-10.3	i	-6.4	i	i	0.2	i	i
Fc1ccc(/C=N/Nc2nc(-c3cccnc3)nc3ccccc23)cc1	i	i	i	-2.8	i	-9.7	i	i	-1.7	i	i
COc1cc(C2SCC(=O)N2c2nnc(C34CC5CC(CC(C5)C3)C4)s2)cc(OC)c1OC (configuration not stated)	i	i	i	-6.3	i	3.1	i	i	0.7	i	i
Cc1ccc(S(=O)(=O)N2CCC(NC(=O)c3cccc(C)c3)CC2)cc1	i	i	-7.1*	-2.2	i	2.2	i	i	-0.3	i	i
O=C(Cc1cccc2ccccc12)NCCC1=CCCCC1	i	i	i	-1.9	i	33.0	i	i	?	i	i
NS(=O)(=O)c1ccc(N2N=C(c3ccccc3)CC2c2cccc(F)c2)cc1 (configuration not stated)	i	i	i	-6.8	i	17.7	i	i	-179.6	i	i
CCCSc1nnc(-c2cnn(-c3ccccc3)c2-n2cccc2)n1C	i	i	i	-9.3	i	-13.2	i	i	-3.3	i	i
NC(=O)c1cc(NC(=O)CCc2nc3ccccc3s2)cc(C(N)=O)c1	i	i	i	-7.6	i	5.3	i	i	-1.3	i	i
O=C(COC(=O)/C=C/c1ccc(S(=O)(=O)N2CCc3ccccc32)cc1)NC1CCS(=O)(=O)C1 (configuration not stated)	i	i	i	-6.0	i	-10.2	i	i	1.8	i	i
COc1ccc(CCN2CNc3c(c(=O)n(C)c(=O)n3C)C2)cc1	i	i	i	-6.2	i	4.0	i	i	-17.2	i	i
O=C(COC(=O)c1cccc(S(=O)(=O)NCc2ccccc2)c1)c1ccccc1	i	i	i	-7.6	i	16.4	i	i	nt	i	i
Cc1c(S(=O)(=O)NCc2ccccc2)c(=O)n(C)c(=O)n1C	i	i	i	-11.1	i	-4.7	i	i	-0.6	i	i
CC1CCC(N2CCN(c3ccc([N+](=O)[O-])cc3)CC2)CC1 (configuration not stated)	i	i	i	-9.4	i	2.3	i	i	?	i	i
CCOCCCNC(=O)c1cc(-c2cccnc2)nc2ccc(S(=O)(=O)N3CCC(C)CC3)cc12	i	i	i	-6.9	i	-9.3	i	i	-4.8	i	i
CCOc1cc(/C=N/NC(=O)COc2ccccc2C)ccc1OC(=O)c1cccs1	i	i	i	-13.2	i	9.3	i	i	-4.6	i	i
Cc1ccc(C)n1C(CC(=O)O)c1ccc(C#N)cc1 (configuration not stated)	i	i	i	-4.4	i	0.0	i	i	7.0	i	i
CCN1C(=O)C2(C(C(=O)c3cc4ccccc4o3)=C(O)C(=O)N2CCCN(C)C)c2ccccc21 (configuration not stated)	nt	i	nt	-4.0	i	3.9	i	i	2.4	i	i
c1cc(CNC2C3CC4CC(C3)CC2C4)ccn1 (configuration not stated)	i	i	i	-13.8	i	-3.6	i	i	1.2	i	i
CN(C)C(CNC(=O)c1ccc2ccccc2c1)c1ccco1 (configuration not stated)	i	i	i	-8.2	i	-3.4	i	i	-3.3	i	i
O=C(NCc1ccco1)c1cc([N+](=O)[O-])cc([N+](=O)[O-])c1	i	i	i	-1.0	i	4.9	i	i	-0.6	i	i
CC(c1nnc(SCC(=O)Nc2cccnc2Cl)n1Cc1ccccc1)N(C)C (configuration not stated)	i	i	i	-14.8	i	-0.3	i	i	2.7	i	i
Cc1cc(Br)ccc1NC(=O)c1ccco1	i	i	i	-10.5	i	-1.1	i	i	-1.9	i	i
Cn1c(CNc2ccc(Br)cc2)nc2ccccc21	i	i	i	-8.4	i	-0.1	i	i	-1.3	i	i
O=c1oc2ccccc2c(N2CCCC2)c1[N+](=O)[O-]	i	i	i	-4.0	i	-6.0	i	i	2.7	i	i
CCC(CC)NC(=O)c1cc(OC)c(OC)c(OC)c1	i	i	i	-6.9	i	1.4	i	i	1.2	i	i
Cn1c(=O)c2c(ncn2CC(=O)NC2CCCCC2)n(C)c1=O	i	i	i	-8.7	i	0.8	i	i	2.5	i	i
COc1cccc2c(=O)n(CC(=O)N3CCCc4ccccc43)ccc12	i	i	i	-10.6	i	0.7	i	i	5.4	i	i
Cc1cc(NC(=O)c2ccccc2)n(C)n1	i	i	i	-4.0	i	0.0	i	i	3.7	i	i
COc1cc(/C=N/NC(=O)CNC(=O)c2ccncc2)ccc1OC(C)=O	i	i	i	-11.9	i	-0.1	i	i	-2.7	i	i
C[C@H]([C@@H](N)C(=O)N[C@@H](C(=O)O)[C@@H]1O[C@H](n2ccc(=O)[nH]c2=O)[C@@H](O)[C@H]1O)[C@@H](O)c1ccc(O)cn1	i	i	i	-5.2	i	-7.1	i	i	-5.1	i	i
COc1ccc(-c2ccc(NS(=O)(=O)c3ccc([N+](=O)[O-])cc3)cc2)nn1	i	i	i	-4.2	i	9.0	i	i	-2.4	i	i
COc1cc(C(=O)NCC(=O)N/N=C/c2ccc(-c3cccc([N+](=O)[O-])c3)o2)cc(OC)c1OC	i	i	i	-14.1	i	4.2	i	i	14.8	i	i
Cc1onc(-c2ccccc2)c1C(=O)NC(=S)Nc1sc2c(c1C#N)CCCC2	i	i	i	15.7*	i	21.1	i	i	-11.7	i	8*

Screening results from PubChem BioAssay.
